High-throughput results from PubChem.
INS-1E rescue: protection of INS-1E cells from cytokine death, primary screen, ATP luminescence, single point; INS-1E cytokine-induced death, 48 h; normalised: neutral wells 0, positive control 100; protection from cytokine-induced ATP loss, % at 10 µM; actives 0.1% (n = 20,000);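 active = mean replicate protection from cytokine-induced ATP loss at least 50% and at least 75% of replicates each reaching 50%; inconclusive = meets only one of the two criteria, mean or replicate share; inactive = fails both the mean and replicate share criteria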
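Assay system: INS-1E rat insulinoma cells. Amount: 8000 cells per well. Medium: phenol-red-free RPMI with 5% fetal bovine serum. Reagent: IL-1β, TNF-α and IFN-γ cytokine mix. Doses: one compound concentration, pin transfer. Schedule: 48 h co-treatment, 10 min post-lysis read. Detection: CellTiter-Glo luminescence measuring cellular ATP.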
T cruzi intra: inhibitors of intracellular Trypanosoma cruzi, primary screen, cell-based, plate reader, single point, set 2 | intracellular Trypanosoma cruzi in host cells | activity score (inhibition), % at 5.01 µM | actives 4.9% (n = 22,000); in the data active = activity score above about 55%; inconclusive = no clear call, values can overlap the other calls;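 note: parasites and compound incubated about four days before reading; 0% = median of neutral control wells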
Starred values were filed as active, the others as inactive; ? = inconclusive; · = not tested or not shown.

SMILES	INS-1E rescue	T cruzi intra
CNC[C@H]1OCCCC[C@@H](C)Oc2ccc(NC(=O)Nc3ccccc3)cc2C(=O)N([C@H](C)CO)C[C@@H]1C	5	-6
C[C@H]1CN([C@@H](C)CO)C(=O)Cc2cc(NS(=O)(=O)c3cn(C)cn3)ccc2O[C@H]1CN(C)S(=O)(=O)c1ccc(Cl)cc1	15	-6
CC(C)NC(=O)Nc1cccc2c1O[C@@H](CN(C)Cc1ccccc1)[C@@H](C)CN([C@H](C)CO)C2=O	-3	14
C[C@H]1CN([C@@H](C)CO)C(=O)c2cc(NS(=O)(=O)c3cccs3)ccc2O[C@@H]1CN(C)C	1	1
Cc1noc(C)c1S(=O)(=O)Nc1ccc2c(c1)C(=O)N([C@@H](C)CO)C[C@H](C)[C@@H](CN(C)Cc1ccc(-c3ccccc3)cc1)O2	-19	41
CC(C)NC(=O)N(C)C[C@H]1Oc2c(NC(=O)Nc3ccccc3)cccc2C(=O)N([C@@H](C)CO)C[C@@H]1C	6	2
C[C@H]1CN([C@@H](C)CO)C(=O)Cc2cc(NS(=O)(=O)c3cccs3)ccc2O[C@@H]1CN(C)S(C)(=O)=O	-1	-9
C[C@H](CO)N1C[C@H](C)[C@@H](CN(C)C(=O)c2ccncc2)OCc2cn(nn2)CCCC1=O	·	-19
C=C(C)[C@@H]1CC=C(/C=N/NC(=O)CCCCCC(=O)O)CC1	5	-14
C[C@@H]1CN([C@H](C)CO)C(=O)Cc2cc(NC(=O)c3ccncc3)ccc2O[C@@H]1CN(C)C	5	-14
CC(C)=CCC[C@H](C)C/C=N/NC(=O)CCCCCCC(=O)O	0	-14
COc1ccc(S(=O)(=O)N(C)C[C@@H]2Oc3c(NC(=O)Nc4ccc(C(F)(F)F)cc4)cccc3C(=O)N([C@@H](C)CO)C[C@@H]2C)cc1	-59	61*
COc1ccc(S(=O)(=O)N(C)C[C@@H]2Oc3ccc(NC(=O)Nc4ccccc4)cc3C(=O)N([C@H](C)CO)C[C@H]2C)cc1	-2	9
COc1ccc(S(=O)(=O)Nc2ccc3c(c2)CC(=O)N([C@@H](C)CO)C[C@@H](C)[C@@H](CN(C)S(=O)(=O)c2ccc(OC)cc2)O3)cc1	-5	?
C[C@H](CO)N1C[C@H](C)[C@@H](CN(C)Cc2ccncc2)Oc2ccc(NC(=O)NC3CCCCC3)cc2C1=O	1	-14
CNC[C@H]1Oc2ccc(NS(C)(=O)=O)cc2C(=O)N([C@H](C)CO)C[C@@H]1C	5	-20
C[C@@H]1CN([C@H](C)CO)C(=O)c2cccc(NS(=O)(=O)c3cccs3)c2O[C@H]1CN(C)Cc1ccc(Oc2ccccc2)cc1	-5	27
C[C@@H]1CCCCO[C@@H](CN(C)C(=O)Nc2cccc3ccccc23)[C@@H](C)CN([C@H](C)CO)C(=O)c2cc(NC(=O)Nc3ccc(C(F)(F)F)cc3)ccc2O1	-3	-21
C[C@H]1CN([C@@H](C)CO)C(=O)c2cc(NC(=O)Nc3ccc(C(F)(F)F)cc3)ccc2O[C@@H]1CN(C)C(=O)Nc1cccc2ccccc12	-20	0
C[C@@H]1CN([C@H](C)CO)C(=O)c2cccc(NC(=O)Nc3cccc4ccccc34)c2O[C@@H]1CN(C)C(=O)NC1CCCCC1	-51	30
C[C@H](CO)N1C[C@H](C)[C@@H](CN(C)Cc2ccc3c(c2)OCO3)OCc2cn(nn2)CCCC1=O	8	-11
C[C@@H]1CCCCO[C@@H](CN(C)C(=O)CCCN(C)C)[C@@H](C)CN([C@H](C)CO)C(=O)c2cc(NC(=O)Nc3ccc(F)cc3)ccc2O1	10	-1
Cc1ccc(S(=O)(=O)N(C)C[C@@H]2Oc3ccc(NC(=O)Nc4ccc(F)cc4)cc3CC(=O)N([C@H](C)CO)C[C@@H]2C)cc1	6	12
C[C@H](CO)N1C[C@H](C)[C@@H](CN(C)C)Oc2ccc(NC(=O)NC3CCCCC3)cc2C1=O	2	4
COC(=O)CCCCCCC(=O)N/N=C/c1cc(C)ccc1O	4	-9
C[C@H](CO)N1C[C@H](C)[C@H](CN(C)S(=O)(=O)c2ccccc2)Oc2ccc(NC(=O)Nc3ccc4c(c3)OCO4)cc2C1=O	14	15
Cc1ccc(S(=O)(=O)N(C)C[C@H]2Oc3ccc(NC(=O)C4CCCCC4)cc3C(=O)N([C@H](C)CO)C[C@H]2C)cc1	-5	19
C[C@@H]1CN([C@H](C)CO)C(=O)c2cccc(NC(=O)CCCCCC(=O)Nc3ccccc3N)c2O[C@@H]1CN(C)C(=O)Nc1ccccc1	3	17
C[C@@H]1CN([C@@H](C)CO)C(=O)c2cccc(NC(=O)Nc3ccccc3)c2O[C@H]1CN(C)C(=O)Nc1ccccc1	12	-3
Cc1noc(C)c1NC(=O)Nc1cccc2c1O[C@@H](CN(C)C(=O)NC1CCCCC1)[C@H](C)CN([C@H](C)CO)C2=O	-2	-5
C[C@H](CO)N1C[C@H](C)[C@@H](CN(C)C(=O)Nc2ccccc2)Oc2ccc(NS(=O)(=O)c3cn(C)cn3)cc2C1=O	-3	-3
COc1ccc(S(=O)(=O)N(C)C[C@H]2Oc3c(NS(=O)(=O)c4ccc(F)cc4)cccc3C(=O)N([C@H](C)CO)C[C@H]2C)cc1	1	72*
C[C@H](CO)N1C[C@H](C)[C@H](CN(C)Cc2ccc(Cl)c(Cl)c2)Oc2ccc(NC(=O)CCC(F)(F)F)cc2CC1=O	-26	14
C[C@H](CO)N1C[C@H](C)[C@@H](CN(C)C(=O)Nc2ccc(C(F)(F)F)cc2)Oc2c(NC(=O)c3ccc(-c4nccs4)cc3)cccc2C1=O	-9	12
C[C@@H]1CN([C@@H](C)CO)C(=O)CCCn2nncc2CO[C@@H]1CN(C)Cc1ccc2c(c1)OCCN2C	·	6
C[C@@H]1CN([C@@H](C)CO)C(=O)c2cc(NC(=O)Nc3ccc(C(F)(F)F)cc3)ccc2O[C@@H]1CN(C)Cc1ccc(C(F)(F)F)cc1	-62	52
C[C@@H]1CN([C@H](C)CO)C(=O)Cc2cc(NC(=O)C3CC3)ccc2O[C@@H]1CN(C)S(=O)(=O)c1ccc(Cl)cc1	8	-17
C[C@@H]1CN([C@@H](C)CO)C(=O)c2cc(NC(=O)Cc3cn(C)c4ccccc34)ccc2O[C@@H]1CN(C)Cc1ccncc1	6	-7
Cc1noc(C)c1NC(=O)N(C)C[C@H]1Oc2ccc(NC(=O)Cc3cn(C)c4ccccc34)cc2C(=O)N([C@@H](C)CO)C[C@H]1C	-3	-2
Cc1noc(C)c1NC(=O)Nc1ccc2c(c1)CC(=O)N([C@@H](C)CO)C[C@H](C)[C@@H](CN(C)C(=O)Nc1ccc(F)cc1)O2	1	-18

Some of these compounds in order of molar mass, lowest first:
SMILES	INS-1E rescue	T cruzi intra
C[C@@H]1CN([C@@H](C)CO)C(=O)c2cccc(NC(=O)Nc3ccccc3)c2O[C@H]1CN(C)C(=O)Nc1ccccc1	12	-3
C[C@H](CO)N1C[C@H](C)[C@H](CN(C)S(=O)(=O)c2ccccc2)Oc2ccc(NC(=O)Nc3ccc4c(c3)OCO4)cc2C1=O	14	15
Cc1noc(C)c1NC(=O)N(C)C[C@H]1Oc2ccc(NC(=O)Cc3cn(C)c4ccccc34)cc2C(=O)N([C@@H](C)CO)C[C@H]1C	-3	-2

(listing goes on)
SMILES	INS-1E rescue	T cruzi intra
C[C@@H]1CN([C@H](C)CO)C(=O)c2cc(NC(=O)Nc3ccccc3)ccc2O[C@@H]1CN(C)S(=O)(=O)c1ccc(Cl)cc1	-3	0
C[C@H](CO)N1C[C@H](C)[C@H](CN(C)Cc2ccc3c(c2)OCO3)Oc2ccc(NC(=O)Cc3ccccc3)cc2C1=O	-7	-11
COc1ccccc1S(=O)(=O)N(C)C[C@H]1OCc2cnnn2CCCC(=O)N([C@@H](C)CO)C[C@@H]1C	·	-6
COc1ccc(S(=O)(=O)N(C)C[C@@H]2Oc3ncc(-c4cccc(F)c4)cc3C(=O)N([C@H](C)CO)C[C@@H]2C)cc1	·	30
C[C@@H]1CN([C@H](C)CO)C(=O)c2cc(NC(=O)Nc3cccc4ccccc34)ccc2O[C@H]1CN(C)Cc1ccc(Cl)c(Cl)c1	-34	58*
COc1ccc(NC(=O)N(C)C[C@H]2Oc3ccc(NC(=O)Nc4ccc5c(c4)OCO5)cc3CC(=O)N([C@@H](C)CO)C[C@@H]2C)cc1	3	-8
COc1ccc(S(=O)(=O)N(C)C[C@H]2Oc3ccc(NC(=O)NC4CCCCC4)cc3C(=O)N([C@H](C)CO)C[C@@H]2C)cc1	8	0
CC(C)NC(=O)Nc1ccc2c(c1)C(=O)N([C@H](C)CO)C[C@H](C)[C@H](CN(C)C(=O)Nc1ccc(F)cc1)OCCCC[C@@H](C)O2	9	-8
C[C@@H]1CN([C@H](C)CO)C(=O)Cc2cc(NC(=O)Nc3ccc(F)cc3)ccc2O[C@H]1CN(C)Cc1ccc(C(F)(F)F)cc1	-65	73*
CC(C)NC(=O)N(C)C[C@H]1Oc2ccc(NS(=O)(=O)c3ccccc3)cc2C(=O)N([C@H](C)CO)C[C@H]1C	2	-16
Cc1noc(C)c1NC(=O)Nc1ccc2c(c1)C(=O)N([C@H](C)CO)C[C@@H](C)[C@H](CN(C)S(=O)(=O)c1ccc(F)cc1)O2	-24	-3
COc1cccc(S(=O)(=O)N(C)C[C@@H]2Oc3ncc(C#Cc4ccc(OC)c(OC)c4)cc3C(=O)N([C@H](C)CO)C[C@@H]2C)c1	-10	35
Cc1noc(C)c1NC(=O)N(C)C[C@H]1Oc2ccc(NS(C)(=O)=O)cc2C(=O)N([C@@H](C)CO)C[C@@H]1C	6	-15
Cc1ccc(S(=O)(=O)N(C)C[C@H]2Oc3c(NC(=O)c4ccncc4)cccc3C(=O)N([C@H](C)CO)C[C@@H]2C)cc1	1	49
C[C@H](CO)N1C[C@H](C)[C@H](CN(C)S(=O)(=O)c2ccc(-c3ccccc3)cc2)OCc2cnnn2CCCC1=O	·	16
C[C@H](CO)N1C[C@H](C)[C@@H](CN(C)Cc2ccc3c(c2)OCO3)Oc2ccc(NC(=O)CCN3CCOCC3)cc2C1=O	0	-11
CC(C)NC(=O)Nc1cccc2c1O[C@H](CN(C)Cc1ccc(C(F)(F)F)cc1)[C@H](C)CN([C@H](C)CO)C2=O	0	0
C[C@@H]1CCCCO[C@@H](CN(C)C(=O)NC2CCCCC2)[C@@H](C)CN([C@H](C)CO)C(=O)c2cc(NC(=O)c3ccccc3)ccc2O1	7	-23
Cc1ccc(S(=O)(=O)Nc2ccc3c(c2)C(=O)N([C@@H](C)CO)C[C@@H](C)[C@@H](CN(C)CC2CCCCC2)O3)cc1	-12	3
CNC[C@@H]1Oc2c(NS(=O)(=O)c3ccc(C)cc3)cccc2C(=O)N([C@H](C)CO)C[C@H]1C	11	-19

Entries shown so far that contain a thiophene ring, fused or not, in the order listed:
SMILES	INS-1E rescue	T cruzi intra
C[C@H]1CN([C@@H](C)CO)C(=O)c2cc(NS(=O)(=O)c3cccs3)ccc2O[C@@H]1CN(C)C	1	1
C[C@H]1CN([C@@H](C)CO)C(=O)Cc2cc(NS(=O)(=O)c3cccs3)ccc2O[C@@H]1CN(C)S(C)(=O)=O	-1	-9
C[C@@H]1CN([C@H](C)CO)C(=O)c2cccc(NS(=O)(=O)c3cccs3)c2O[C@H]1CN(C)Cc1ccc(Oc2ccccc2)cc1	-5	27

Next structures
SMILES	INS-1E rescue	T cruzi intra
C[C@H]1CN([C@@H](C)CO)C(=O)c2cc(NC(=O)CCN3CCOCC3)ccc2O[C@@H]1CN(C)C(=O)NC1CCCCC1	·	0
O=C(O)CCCCCC(=O)N=NC=C1C=CN(O)C=C1	-10	-6
C[C@@H]1CCCCO[C@H](CN(C)S(C)(=O)=O)[C@@H](C)CN([C@H](C)CO)C(=O)c2cc(NC(=O)C3CCCCC3)ccc2O1	-2	0
C[C@@H]1CN([C@H](C)CO)C(=O)Cc2cc(NC(=O)Cc3cn(C)c4ccccc34)ccc2O[C@@H]1CN(C)Cc1ccncc1	0	41
COc1cc(/C=C/C=N/NC(=O)c2cccc(C(=O)NO)c2)ccc1O	-2	-22
O=C(CCCCCCC(=O)Nc1ccccc1O)N/N=C/c1ccc(F)c(Oc2ccccc2)c1	-3	19
CNC[C@@H]1Oc2c(NC(=O)C3CCOCC3)cccc2C(=O)N([C@H](C)CO)C[C@H]1C	13	-11
C[C@@H]1CN([C@@H](C)CO)C(=O)c2cc(NC(=O)c3ccncc3)ccc2O[C@@H]1CN(C)C(=O)Nc1cccc2ccccc12	10	-3
C[C@@H]1CN([C@H](C)CO)C(=O)c2cccc(N(C)C)c2O[C@@H]1CN(C)Cc1ccc(C(=O)Nc2ccccc2N)cc1	8	28
COc1ccc(NC(=O)Nc2cccc3c2O[C@@H](CN(C)Cc2ccccc2)[C@@H](C)CN([C@H](C)CO)C3=O)cc1	-8	-13
C[C@@H]1CN([C@H](C)CO)C(=O)Cc2cc(NC(=O)CCC(F)(F)F)ccc2O[C@H]1CN(C)S(=O)(=O)c1cccs1	30	-16
C[C@H]1CN([C@@H](C)CO)C(=O)Cc2cc(NS(=O)(=O)c3ccc(F)cc3)ccc2O[C@@H]1CN(C)Cc1ccccc1	-2	29
C[C@@H]1CN([C@H](C)CO)C(=O)c2cccc(NC(=O)Nc3ccccc3)c2O[C@@H]1CN(C)Cc1ccc(Cl)c(Cl)c1	-55	30
Cc1ccc(S(=O)(=O)Nc2ccc3c(c2)C(=O)N([C@H](C)CO)C[C@@H](C)[C@@H](CN(C)C(=O)Nc2ccc(C(F)(F)F)cc2)O3)cc1	-17	-1
Cc1noc(C)c1NC(=O)Nc1ccc2c(c1)C(=O)N([C@H](C)CO)C[C@@H](C)[C@@H](CN(C)C(=O)NC1CCCCC1)O2	1	-25
C[C@H]1CN([C@@H](C)CO)C(=O)Cc2cc(NC(=O)CCN3CCOCC3)ccc2O[C@@H]1CN(C)Cc1ccc(Oc2ccccc2)cc1	7	9
